SENP6 block: SENP6 protease inhibitors, primary screen, biochemical, luminescence, uHTS; AID 2599, 2010; inhibition, % at 10 µM; Sentrin-specific protease 6 (Homo sapiens), Q9GZR1; 330,000 compounds, 1.8% hits; Recombinant SENP6 catalytic domain, aminoluciferin luminescence;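 active = inhibition above about 50% at the single tested dose, limit read from the data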;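 note: plate controls were DMSO wells with enzyme for no effect and DMSO wells lacking enzyme for full effect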
Target sequence (Q9GZR1 628-1112 limits assumed): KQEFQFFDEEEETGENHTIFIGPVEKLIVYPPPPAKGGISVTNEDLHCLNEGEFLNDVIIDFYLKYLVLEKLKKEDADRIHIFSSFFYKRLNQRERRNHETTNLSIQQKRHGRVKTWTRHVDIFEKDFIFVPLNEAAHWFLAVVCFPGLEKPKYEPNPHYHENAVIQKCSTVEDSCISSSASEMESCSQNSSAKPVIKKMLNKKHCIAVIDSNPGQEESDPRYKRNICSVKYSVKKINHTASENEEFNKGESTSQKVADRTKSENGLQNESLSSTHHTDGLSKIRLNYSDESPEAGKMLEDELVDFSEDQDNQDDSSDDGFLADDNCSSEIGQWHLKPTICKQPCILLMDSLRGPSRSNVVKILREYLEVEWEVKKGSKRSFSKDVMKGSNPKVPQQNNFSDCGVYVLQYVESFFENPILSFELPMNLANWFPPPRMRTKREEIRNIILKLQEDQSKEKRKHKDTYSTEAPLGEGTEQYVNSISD
SENP8 block-1: human SENP8 protease inhibitors, primary screen, biochemical, fluorescence, Nedd8 protein substrate, uHTS. 360,000 compounds, 0.64% hits. recombinant SENP8. AID 602440, 2012. Sentrin-specific protease 8 (Homo sapiens), Q96LD8. inhibition, % at 20 µM; in the data active = inhibition mostly above about 40%, no sharp cut-off; inactive = mostly below about 27%
NLRP3 yeast inh: NALP3 inflammasome inhibitors in reconstituted yeast, primary screen, luminescence, uHTS | Yeast reconstituted NLRP3/ASC/caspase-1, beta-gal luminescence, 24 h | inhibition, % at 10 µM | 330,000 compounds, 0.39% hits | AID 2825, 2010;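 active = inhibition of 50% or more; inactive = inhibition below 50%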;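 note: plate controls were induced DMSO wells for no effect and uninduced yeast grown without galactose for full effect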
SENP8 block-2: SENP8 protease inhibitors, primary screen, biochemical, luminescence | 330,000 compounds, 1.2% hits | purified SENP8, Z-RLRGG-aminoluciferin cleavage | inhibition, % at 10 µM | Sentrin-specific protease 8 (Homo sapiens), Q96LD8 | AID 2540, 2010; in the data active = inhibition above about 50%
HKDC1 inhibitor: HKDC1 hexokinase inhibitors, primary screen, biochemical, fluorescence, uHTS; recombinant HKDC1, G6PDH/diaphorase resazurin coupled fluorescence; inhibition, % at 20 µM; 340,000 compounds, 0.16% hits; AID 493160, 2011;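 active = inhibition above about 35% when tested at 20 µM, limit read from the data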;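 note: plate controls were DMSO wells with enzyme for no effect and DMSO wells lacking enzyme for full effect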
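Material – in-house recombinant HK5 (HKDC1) enzyme · Quantity – HKDC1 at 5 µg/mL · Buffer or medium – pH 8.0 Tris buffer with 10 mM MgCl2 · Reagent – glucose with 1 mM ATP · Dosing – single 20 µM dose · Times – reaction time 90 min, room temperature, protected from light · Technique – resorufin fluorescence at 613 nm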
SENP7 inh: SENP7 protease inhibitors, primary screen, biochemical, luminescence, uHTS; 330,000 compounds, 1.5% hits; AID 434973, 2010; inhibition, % at 5 µM; Sentrin-specific protease 7 (Homo sapiens), Q9BQF6; recombinant SENP7, Z-RLRGG-aminoluciferin luminescence, 40 min;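 active = inhibition above about 50% at the single test dose, limit read from the data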;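 note: plate controls were DMSO with enzyme for no effect and no enzyme buffer wells for full effect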
Target sequence (Q9BQF6 706-1050 limits assumed): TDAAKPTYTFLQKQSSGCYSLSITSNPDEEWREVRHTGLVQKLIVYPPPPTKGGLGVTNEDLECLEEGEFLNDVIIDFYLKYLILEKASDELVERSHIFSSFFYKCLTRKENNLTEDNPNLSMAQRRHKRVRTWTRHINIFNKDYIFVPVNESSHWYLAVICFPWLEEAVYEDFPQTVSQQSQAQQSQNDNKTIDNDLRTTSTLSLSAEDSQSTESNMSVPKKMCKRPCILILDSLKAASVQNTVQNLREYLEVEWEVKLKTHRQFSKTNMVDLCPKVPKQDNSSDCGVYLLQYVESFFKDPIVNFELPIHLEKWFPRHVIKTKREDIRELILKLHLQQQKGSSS
PfGluPho inh: PfG6PD enzyme inhibitors, primary screen, biochemical, fluorescence intensity, uHTS | glucose-6-phosphate dehydrogenase-6-phosphogluconolactonase (Plasmodium falciparum 3D7) | PfGluPho enzyme, NADPH resazurin-diaphorase fluorescence | inhibition, % at 20 µM | 350,000 compounds, 0.78% hits | AID 504690, 2011;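 active = inhibition reaching at least a set limit at 20 µM in the primary screen, cut at about 59% in these data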;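 note: 0% = DMSO wells with substrate and 100% = DMSO wells lacking glucose-6-phosphate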
SENP1 inh: human SENP1 catalytic domain inhibitors, primary screen, biochemical, FRET, uHTS; recombinant SENP1 catalytic domain, CyPet-SUMO1-YPet FRET cleavage; inhibition, % at 10 µM; 360,000 compounds, 0.21% hits; AID 624204, 2012;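 active = inhibition at least 30% at 10 µM, raw YFP signal under a set limit, fluorescence ratio 0.5 to 1.5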;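 note: 0% = enzyme with DMSO and 100% = no enzyme wells; some results filed as inactive read as strong as hits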
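system = hSENP1 catalytic domain, recombinant | reagent = SFCypet-SUMO1-SFYpet substrate at 25 nM | doses = one dose per compound, 10 µM, 0.5% DMSO | incubation = enzyme reaction for 50 min at room temperature, dark | measured by = FRET, CFP and YFP emission | controls = no-enzyme low, enzyme-DMSO high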
Apaf1 inhib: inhibitors of human Apaf-1 apoptosome, primary screen, biochemical, DEVD-Rh110 fluorescence, uHTS | Apoptotic protease-activating factor 1 (Homo sapiens), O14727 | reconstituted apoptosome caspase-3 activity | inhibition, % at 20 µM | 330,000 compounds, 0.71% hits | AID 489030, 2010; active = inhibition of at least 40% at 20 µM;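 note: plate controls were DMSO wells for no effect and DEVD-CHO caspase inhibitor wells for full effect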
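Assay system: Apoptosome proteins | Medium: pH 7.5 Hepes buffer with CHAPS, BSA, DTT | Also added: Cytochrome c and DEVD-Rh110 substrate | Times: 30 min plus 50 min, RT | Detection: Rhodamine 110 fluorescence at Ex 480/Em 540 nm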
Starred values were filed as active, the others as inactive; / = no result given.

compound,SENP6 block,SENP8 block-1,NLRP3 yeast inh,SENP8 block-2,HKDC1 inhibitor,SENP7 inh,PfGluPho inh,SENP1 inh,Apaf1 inhib
COC(=O)c1ccc(COc2ccccc2/C=N/O)o1,-3,19,21,-10,-3,-1,-7,1,0
CCC(=O)NC1CC2CCCC(C1)N2Cc1ccc(C)cc1 (stereo not drawn),-19,3,9,0,-3,-5,10,1,-6
Cc1cc2nnc(SCC(=O)NCc3cccs3)n2c2ccccc12,18,-75,22,2,22,5,2,1,26
COc1cc(C(=O)Nc2cccc(-n3cnnn3)c2)cc(OC)c1OC,7,12,7,-9,6,4,-7,-1,6
CCCN(CCC)CCNC(=O)CCC(=O)Nc1ccc2nc(N3CCN(C)CC3)cc(C)c2c1,-6,-450,0,-5,5,-6,-4,-33,-13
Cc1ccc(OCc2nn3c(-c4ccco4)nnc3s2)cc1,-21,8,18,-15,4,-3,0,0,11
CC(=O)c1ccc(-c2cccc([C@H]3[C@@H]4C=CC[C@@H](C)[C@@H]4C(=O)N3Cc3ccccc3)c2)cc1,/,12,/,/,6,-5,13,1,24
CCC(C(=O)NCc1cccnc1)c1ccccc1 (stereo not drawn),18,8,-9,-1,-4,6,4,0,-15
CCOc1cc(S(=O)(=O)n2nc(C)cc2C)ccc1F,4,-6,34,3,-7,8,-4,0,9
COc1ccc(OCC(=O)Nn2c(-c3cccc(OC)c3)nc3ccccc3c2=O)cc1,-8,18,5,3,-6,0,-15,1,-6
Cc1ccc(CN2CCC(n3nccc3NC(=O)CCOc3ccccc3)CC2)cc1C,3,14,11,-3,-4,-8,-9,3,-10
COc1ccc(C2C(C#N)=C(N)OC3=C2C(=O)CCC3)c(OC)c1OC (stereo not drawn),6,2,14,2,-3,4,-7,-7,-19
CC(C)Sc1nnc([C@H](Cc2ccccc2)NC(=O)OC(C)(C)C)o1,-25,6,3,-6,-3,19,28,3,-12
CCCc1ncc(C[n+]2ccccc2C)c(N)n1,-12,-2,-11,7,0,-2,5,-2,-1
Cc1ccccc1NC(=O)c1c(F)c(F)c(F)c(F)c1F,-8,13,-5,3,-10,1,-4,1,-9

Results in NLRP3 yeast inh and PfGluPho inh (2 entries from above):
smiles	NLRP3 yeast inh	PfGluPho inh
COc1cc(C(=O)Nc2cccc(-n3cnnn3)c2)cc(OC)c1OC	7	-7
CCCN(CCC)CCNC(=O)CCC(=O)Nc1ccc2nc(N3CCN(C)CC3)cc(C)c2c1	0	-4

Continued.
compound,SENP6 block,SENP8 block-1,NLRP3 yeast inh,SENP8 block-2,HKDC1 inhibitor,SENP7 inh,PfGluPho inh,SENP1 inh,Apaf1 inhib
COc1ccccc1C=NNC(=O)NN=Cc1ccccc1OC,/,11,/,/,-4,/,-8,3,/
COC(=O)C1=C(C)OC(N)=C(C#N)C1c1ccc(OC)c(OC)c1OC (stereo not drawn),2,4,-4,5,2,1,-8,-12,-10
COc1ccc(CC(=O)Nc2ccc(S(=O)(=O)NC(C)C)cc2)cc1,-4,-8,9,3,-2,-1,-12,0,-10
COc1cc(C(=S)N2CCC(C(N)=O)CC2)ccc1O,-4,22,12,4,-3,4,47,0,-3
CCOC(=O)c1ccsc1NC(=O)c1ccco1,-5,-198,-11,-7,-3,-8,-14,1,11
CCn1cc(C(=O)NC2CCCCC2)c(=O)c2ccc(C)nc21,-3,17,-4,-2,2,-2,42,-1,5
CCCC(=O)Nc1cccc(NC(=O)c2ccc([N+](=O)[O-])cc2Cl)c1,7,12,2,-7,-4,5,6,1,7
CCCCOc1ccc(NC(=O)CSc2nnnn2C)cc1,-8,10,4,2,-7,7,-6,2,-4
CCCCn1c(=O)[nH]c(=O)c2c1nc(-c1ccccc1OC(F)F)n2C,6,-70,12,0,-1,-3,14,-2,3
COc1cc(CN2CCC(CO)(Cc3cccc(C(F)(F)F)c3)CC2)ccc1F,-15,22,11,-2,9,10,-9,2,-22
COCc1nnc(NC(=O)c2cccc(NC(=O)C(C)C)c2)s1,-1,0,6,-3,-4,2,-8,-1,0
CCn1c2ccccc2c2nnc(SCC(N)=O)nc21,11,14,16,5,-10,7,-18,0,-4
O=C(CSc1nnc(CNc2ccc(F)cc2)n1CC1CCCO1)N1CCOCC1 (stereo not drawn),-16,14,5,-2,-4,-9,-4,1,4
CC(NS(=O)(=O)c1ccc2c(c1)OCCCO2)C(=O)O (stereo not drawn),-9,14,17,-10,-14,-7,-10,0,-11
COc1cccc(-c2cc(C(=O)N3CCN(Cc4ccc5c(c4)OCO5)CC3)on2)c1,5,11,24,-3,-2,-5,15,3,7
Cc1ccc(NC2=CC(=O)CC(c3ccc(Cl)cc3)C2)cc1 (stereo not drawn),-1,-23,-8,-2,-5,-1,-15,-45,6
COc1ccccc1N(C)S(=O)(=O)c1ccc(Cl)c(C(=O)NC2=NCCS2)c1,-9,10,11,5,1,10,-9,2,0
C=CCn1c(SCC(=O)NCCCO)nc2sc3c(c2c1=O)CCC3,5,2,12,1,-4,1,-6,1,-2
O=C1c2ccc(Oc3ccc([N+](=O)[O-])cc3)cc2C(=O)N1c1ccncc1,3,-4,4,-3,-9,2,3,0,-13
Cc1cc(C)c2c(=O)[nH]c(SCc3ccc([N+](=O)[O-])cc3)nc2n1,-13,10,1,-3,-5,-13,43,-4,8
CC(=O)N1CCN=C1SCc1cccc(F)c1,3,-8,3,-3,-8,-14,-4,-1,-8
COc1ccc(-c2csc(NCCc3nc4cc(Cl)c(N5CCCCC5)cc4n3CCOCCO)n2)cc1,-5,6,7,8,1,5,18,0,5
COC(=O)CNC(=O)Cn1cnc2sc(C)c(S(=O)(=O)N3CCN(c4ccccc4OC)CC3)c2c1=O,-14,16,14,-3,-3,3,5,0,2
CCOc1ccc(C(=O)N/N=C/c2ccccc2[N+](=O)[O-])cc1,16,-20,16,9,-6,8,37,0,10
COc1ccc(CN(C)c2ncnc(N)n2)cc1,-2,38,7,0,-6,1,-15,5,-10
COc1cccc(-c2nn(C)c3sc(C(=O)N4CCN(c5ccccn5)CC4)cc23)c1,-28,-6,17,-7,4,5,14,1,23
Cc1ccc(S(=O)(=O)N2CCC(C(=O)N3CCC[C@H]3C(=O)NCc3ccccc3)CC2)cc1,-18,12,8,-12,-8,-7,-4,0,-7
CS(=O)(=O)N1c2ccccc2[C@]2(Br)C[C@H]3C(=O)N[C@@H](Cc4ccccc4)C(=O)N3[C@H]12,1,12,13,1,2,4,-7,1,1
Cc1ccc2cc(/C=N/NC(=O)CN3CCCCC3)c(Cl)nc2c1,16,-15,-7,4,-6,4,0,-14,9
CCn1cc(C(=O)NCCc2ccccc2C)c(=O)c2ccc(C)nc21,2,11,40,15,-1,-1,-9,1,15
O=C(Nc1cccc2ccccc12)C12CC3CC(C1)CC(n1cnc([N+](=O)[O-])n1)(C3)C2,0,16,24,-1,-1,5,13,0,8
CCn1c(-c2ccsc2)nc2c1c(=O)[nH]c(=O)n2Cc1ccccc1,1,-32,13,-5,-3,-4,-4,0,15
Nc1ccc(C(=O)N2CCN(S(=O)(=O)c3ccc(Cl)s3)CC2)cc1[N+](=O)[O-],-18,18,36,7,6,0,-5,1,14
COc1ccccc1C1=NN(C(=S)Nc2ccccc2)C(c2ccco2)C1 (stereo not drawn),1,24,11,-1,7,1,12,20,12
CCN(CC)CCC(c1ccc2c(c1)OCO2)c1c(O)cc(OC)cc1OC (stereo not drawn),-20,0,7,-10,-1,-4,-7,1,5
Cc1ccc(C)c(NC(=O)CCN2C(=O)[C@@H]3Cc4ccccc4CN3C2=O)c1,-4,6,-6,42,-1,7,-8,1,3
CCCCN(CC)S(=O)(=O)c1ccc(C(=O)N=c2sc3cc(NC(C)=O)ccc3n2C)cc1,14,-265,-11,-2,-9,1,-35,-18,-9
COc1cccc(-c2nc(CS(=O)CC(=O)NC3CCCC3)c(C)o2)c1 (stereo not drawn),-8,18,4,6,-4,2,6,3,-7
CCC(=O)Nc1ccc2c(c1)nc1n2CCSC1,-6,-48,13,-9,-2,-7,-4,-35,10
O=C(CSCc1ccccc1)Nc1cccc(C(=O)Nc2ccccc2C(=O)O)c1,19,6,11,-9,17,1,-17,1,-5
Cc1ccc2nc(SCC(=O)Nc3ccc4sc(C)nc4c3)c(C#N)cc2c1,-13,-16,-4,-8,-8,-1,-6,6,-8
Cc1ccn2c(=O)c(C(=O)NCCCN3CCCCC3C)c(O)nc2c1 (stereo not drawn),9,-271,2,-2,-3,-4,-9,0,-7
